From PubChem BioAssay
D1 agonist = agonists of human D1 dopamine receptor. HEK293 T-REx D1 cells, calcium flux, agonist mode. activation, % at 2 µM. 360,000 compounds, 1% hits; in the data active = activation above about 30%; note: 0% is about no effect
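Tetracycline-induced HEK293 TREx D1 cells, force-coupled to calcium signalling, were dye-loaded with a no-wash calcium kit. Compound was pin-added after a 10 s baseline. Fluorescence was read kinetically at 1 cycle/s for 180 s, with calcium rises flagged as agonism.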
Vif-A3G inh = Vif-A3G binding inhibition; Potency, µM (series often up to 46.1 µM), without a hit: at the highest dose activity, negative = active, most hits filed as inhibitors; HeLa A3G-eYFP + Vif (tagged APOBEC3G with the HIV-1 protein that degrades it), YFP fluorescence, overnight; 410,000 compounds, 0.076% hits;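 note: potency is the fitted concentration of half-maximal effect; % is set by controls: 0 for no effect and ±100 for the full control effect; nearly all actives have a fitted effect of over 60% in size; hits raise eYFP signal because A3G escapes Vif-driven loss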
Target sequence (Q9HC16 whole entry, looked up): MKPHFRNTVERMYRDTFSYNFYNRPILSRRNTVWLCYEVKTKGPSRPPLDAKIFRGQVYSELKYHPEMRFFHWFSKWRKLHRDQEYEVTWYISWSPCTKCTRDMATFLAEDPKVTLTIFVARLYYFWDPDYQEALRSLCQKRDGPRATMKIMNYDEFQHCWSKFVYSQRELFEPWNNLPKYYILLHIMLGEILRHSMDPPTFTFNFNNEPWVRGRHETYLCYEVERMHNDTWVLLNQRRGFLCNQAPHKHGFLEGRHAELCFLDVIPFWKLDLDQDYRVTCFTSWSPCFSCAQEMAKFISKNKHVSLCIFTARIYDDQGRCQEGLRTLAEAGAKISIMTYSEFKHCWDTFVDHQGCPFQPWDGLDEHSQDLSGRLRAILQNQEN
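HeLa cells stably expressing Vif and C-terminally eYFP-tagged A3G, seeded overnight at 37 deg C, then exposed to compound by pintool overnight at 37 deg C. Rise in yellow fluorescence (Ex 488/Em 500-530, Acumen) marks blocked Vif-driven A3G degradation.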
RXFP1 ag = RXFP1 (human) receptor agonism; HEK293T-RXFP1 cAMP TR-FRET, 30 min; response scale: percent of porcine relaxin response, buffer zero; Potency, µM (doses to about 57.5 µM), without a hit: top-dose activation, most hits filed as activators; Q9HBX9; 370,000 compounds, 0.3% hits; AID 2676; note: potency is the fitted concentration of half-maximal effect; % is set by controls: 0 for no effect and ±100 for the full control effect; nearly all actives have a fitted effect of over 60% in size; many of its hits are not listed in these tables
Target sequence (Q9HBX9 whole entry, looked up): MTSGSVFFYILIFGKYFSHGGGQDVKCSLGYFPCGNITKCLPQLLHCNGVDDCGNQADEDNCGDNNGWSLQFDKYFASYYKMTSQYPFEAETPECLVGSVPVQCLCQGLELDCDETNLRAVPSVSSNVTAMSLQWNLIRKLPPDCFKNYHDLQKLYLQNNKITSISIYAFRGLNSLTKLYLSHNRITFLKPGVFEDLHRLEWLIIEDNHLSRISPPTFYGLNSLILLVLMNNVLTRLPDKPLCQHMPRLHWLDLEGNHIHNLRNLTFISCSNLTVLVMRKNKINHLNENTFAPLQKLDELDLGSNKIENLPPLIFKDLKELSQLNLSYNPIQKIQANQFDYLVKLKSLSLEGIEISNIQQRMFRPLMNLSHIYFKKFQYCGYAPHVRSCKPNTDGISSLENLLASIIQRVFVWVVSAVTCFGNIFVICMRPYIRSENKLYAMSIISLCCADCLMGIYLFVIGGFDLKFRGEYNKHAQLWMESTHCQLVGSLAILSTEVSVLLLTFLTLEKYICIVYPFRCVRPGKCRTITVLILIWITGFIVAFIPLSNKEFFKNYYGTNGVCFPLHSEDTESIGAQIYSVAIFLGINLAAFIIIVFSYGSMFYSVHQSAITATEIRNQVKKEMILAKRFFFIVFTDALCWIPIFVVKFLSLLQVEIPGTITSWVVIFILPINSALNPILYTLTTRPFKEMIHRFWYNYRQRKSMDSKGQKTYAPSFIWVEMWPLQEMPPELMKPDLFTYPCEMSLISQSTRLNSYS
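Agonist response is measured as cAMP accumulation in an RXFP1-transfected HEK293T line under PDE4 inhibition. Values are scaled between buffer-only and 29 nM porcine relaxin, and EC50s come from standard Hill equation fits.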
LDHA inh = blocks human lactate dehydrogenase A. purified LDHA, NADH/diaphorase-resazurin fluorescence; hits give low values. P00338. 480,000 compounds, 0.15% hits. activity change, % (values are at about 110 or 230 µM). AID 1347041; in the data active = activity change below about -30%; inconclusive = mostly about -25% to -30%;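 note: plate controls were DMSO wells for no effect and wells without enzyme for full effect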
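Resorufin fluorescence (ex540/em590), read at 0 and 20 min after diaphorase/resazurin addition, reports the NADH left after a 5 min room-temperature reaction of 2 nM human LDH5 with 0.06 mM NADH and 0.2 mM pyruvate.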
D2 PAM = D2 dopamine receptor (human) potentiation. 340,000 compounds, 0.34% hits. HEK293 T-REx D2, calcium flux, EC20 dopamine potentiation. P14416. potentiation, % at 10 µM;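 active = potentiation over 3 SD above the plate norm, cut at about 30% in these data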; note: 0% is about no effect
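Primary screen. Calcium kinetics in induced HEK293 T-REx D2 cells: compound pre-addition 180 s, EC20 dopamine, 180 s more.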
Glioma ERSR ind = inducers of ER stress response in human glioma cells; U87-MG GRP78 promoter luciferase reporter, 16 h; Potency, µM, inactives show top-dose activation, hits mostly activators; 420,000 compounds, 0.02% hits; AID 602332; note: potency is the fitted concentration of half-maximal effect; series mostly up to about 76 µM; % of control where 0% means no effect; nearly all actives have a fitted effect of over 35% in size
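Stably transfected U87-MG glioma cells carrying a GRP78-based luciferase sensor; 16 h compound incubation. Luminescence end-point read 10 min after Bright-Glo addition at room temperature.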
Vif-A3F inh = inhibitors of Vif-A3F interaction; HeLa A3F-eYFP + Vif (tagged APOBEC3F with the HIV-1 protein that degrades it), YFP fluorescence increase; Potency, µM (doses to about 46.1 µM), for inactives: top-dose activity, negative = active; 390,000 compounds, 0.2% hits; note: potency is the fitted concentration of half-maximal effect; % of control where 0% means no effect; nearly all actives have a fitted effect of over 65% in size
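HeLa cells stably expressing A3F-eYFP plus Vif, plated and incubated overnight at 37 deg C, then exposed to compounds overnight at 37 deg C. Blocked degradation read as raised yellow fluorescence (Ex 488/Em 500-530).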
D1 PAM = potentiators of human D1 dopamine receptor. potentiation, % at 10 µM. HEK293 TREx D1 cells, calcium flux, dopamine EC20 potentiation. 360,000 compounds, 0.036% hits. AID 504651; in the data active = potentiation above about 30%; note: 0% is about no effect
D1 antag = blocks dopamine activation of the human D1 receptor; P21728; HEK293 TREx D1 cells, calcium flux, dopamine EC80; hits give low values; activity change, negative = inhibition, % at 10 µM; 360,000 compounds, 3.2% hits; AID 504652; in the data active = activity change below about -30%; note: % is set by controls: 0 for no effect and ±100 for the full control effect
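Using tetracycline-induced force-coupled D1 Hek293 cells and a calcium dye, signals were followed for 180 s after compound, then for 180 s after EC80 dopamine, to detect inhibitors.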
Active calls of the source: *; u = inconclusive; x = not tested or not shown; & = joins results of further samples. Unless noted, calls come from the whole dose curve; as a rule, active = well fitted curve in the direction sought with a large enough effect; inconclusive = small, poorly fitted or top-dose-only effect, or another doubt; inactive = no such curve, though single readings can be large; an effect the other way counts as inactive or inconclusive. A portion of the library; rates above refer to the full screens.

SMILES | D1 agonist | Vif-A3G inh | RXFP1 ag | LDHA inh | D2 PAM | Glioma ERSR ind | Vif-A3F inh | D1 PAM | D1 antag
c1cncc(C2CCCCN2)c1 (stereo not drawn) | 2 | -3% | -1.8% | -6 | -6 | -1%&-4%&-1% | 0% | -2 | -5
COc1cc2c3cc1Oc1cc(ccc1O)C[C@@H]1c4c(cc(OC)c(O)c4Oc4cccc(c4)C[C@@H]3N(C)CC2)CC[N+]1(C)C | 0 | -2% | -1.3% | -11 | -2 | -4% | -1% | -6 | -12
O=C1NC(=O)N(CCc2ccc(F)cc2)C(=O)/C1=C/c1cccs1 | 4 | 0% | 0.6% | -7 | x | -4% | u | -5 | -15
O=C(COc1ccc(Cl)cc1)N1CCN(Cc2ccccc2)CC1 | 0 | 0% | 0.4% | -3 | 14 | 0% | 1% | -4 | -18
O=c1[nH]c(=O)n(C2CCCCC2)c(O)c1C=NCCCn1ccnc1 | 2 | -2% | 0.2% | -8 | -4 | -4% | -13% | -1 | -13
CCCNC(=O)N1[C@H]2CC[C@@H]1C(C(=O)OC)=C(c1ccc(OC(F)(F)F)cc1)C2 | 3 | -4% | 0.0% | -7 | -21 | -3% | -1% | -2 | x
CNCC(O)c1cc(F)c(OCc2ccccc2)c(OCc2ccccc2)c1F (stereo not drawn) | x | -3% | x | -1 | x | -4% | -8% | x | x
O=c1c2ccccc2nc(-c2ccccc2)n1-c1nccs1 | -1 | -3% | 1.0% | -1 | 2 | -4% | 1% | -1 | -23
S=C1CN=C(c2ccccc2Cl)c2cc(Cl)ccc2N1 | 2 | 0% | -0.3% | -4 | 5 | -7% | -12% | 0 | -3
COc1ccccc1CN1CCNCC1 | x | 0% | x | -6 | x | -1% | 1% | x | x
O=C(c1ccccc1F)N1CCC2(CC1)OCCO2 | 2 | 1% | 3.9% | 3 | -5 | -2% | 7% | -8 | -2
O=c1[nH]c(=O)n(Cc2ccccc2Cl)c(O)c1/C=C1/C=CC=N1 | 2 | u | 3.9% | -5 | 1 | -6% | 8.9µM* | 3 | 0
CCCCCCOc1ccc(CN2CCN(CCO)CC2)cc1 | 28 | 1% | -1.0% | 2 | -1 | -6% | -4% | -16 | -18
Cc1ccc(CC(=O)N2CCN(C)CC2)cc1 | 0 | 2% | 2.8% | -10 | 0 | 3% | -5% | 2 | -4
Cc1cc(OCC(=O)NCc2cccnc2)c2c3c(c(=O)oc2c1)CCCC3 | 2 | -2% | 8.5% | -1 | 1 | -5% | -3% | -2 | -10
CC1CCN(CCc2nc3ccccc3[nH]2)CC1 | 2 | -3% | -1.5% | -3 | -11 | -4% | -5% | -6 | 1
C[C@H]1C[C@@H](C)C(=O)[C@@H]([C@H](O)CC2CC(=O)NC(=O)C2)C1 | 4 | -5% | 1.3% | -3 | x | -5%&-6% | 2% | -3 | -10
CCOP(=O)(OCC)C(NC(=O)c1ccccc1)C(Cl)(Cl)Cl (stereo not drawn) | 3 | -1% | 0.6% | -5 | -8 | -5% | 8% | -4 | -8
O=C(CN1C(=O)COc2ccccc21)N1CCC2(CC1)OCCO2 | 1 | 4% | 1.1% | -2 | 8 | -1% | 2% | -13 | 1
Cc1oc(-c2ccc(Cl)cc2)nc1CN1C(=O)CN=C(c2ccccc2)c2cc(Cl)ccc21 | 17 | 2% | 1.8% | 0 | -5 | -2% | 0% | -1 | -7
COc1ccccc1CCNCc1cc2c(cc1[N+](=O)[O-])OCO2 | 4 | 1% | 1.7% | 7 | -12 | 2% | -13% | -3 | -14
Nc1c([N+](=O)[O-])cc(F)c(N2CCNCC2)c1Br | 10 | -1% | -5.2% | -1 | 11 | -3% | -7% | -1 | -20
COc1ccc(NC(=O)c2c(C)nn(Cc3ccccc3Cl)c2Cl)cc1Cl | 20 | 0% | -0.4% | -7 | 6 | -3% | -1% | 0 | 17
COC(=O)C1=C(c2ccc(OC)c(OC)c2)C[C@@H]2CC[C@H]1N2C(=O)NCCO | 0 | 2% | -0.9% | -2 | 5 | -3% | 0% | 2 | -18
O=c1[nH]c(=S)n(C2CC2)c(O)c1C=Nc1cccc(C(F)(F)F)c1 | 2 | -2% | -1.5% | -3 | 4 | -3% | 2% | 3 | 17
SMILES | D1 agonist | Vif-A3G inh | RXFP1 ag | LDHA inh | D2 PAM | Glioma ERSR ind | Vif-A3F inh | D1 PAM | D1 antag
O=P(/C(=N/O)N1CCCCC1)(N1CCOCC1)N1CCOCC1 | 0 | -1% | 0.3% | -2 | 11 | -1% | 3% | -3 | 1
Cc1cnn(C2CCN(C)CC2)c1N | 2 | 0% | -0.8% | -5 | -8 | -1% | -19% | -1 | -10
O=S1c2ccccc2-c2ccccc21 | x | 2% | x | -9 | x | -1% | -8% | x | x
Cc1ccccc1NC(=O)CCl | 6 | -3% | 0.0% | -5 | 1 | -2% | 7% | 5 | 25
CC12CCC3C(CC=C4CC(O)CCC43C)C1CC(=CN1CCOCC1)C2=O (stereo not drawn) | x | -6% | x | -10 | x | -1% | 9% | x | x
Clc1ccc(OCC#CCN2CCCC2)cc1 | 6 | -5% | -0.5% | -11 | -16 | 6% | -10% | 1 | 18
CCOc1ccc(NC(=O)c2c(O)[nH]c(=O)[nH]c2=O)cc1 | x | 1% | x | 0 | x | 3% | 7% | x | x
CCn1c(=O)cc(OCC(=O)N2CCN(Cc3ccc4c(c3)OCO4)CC2)c2ccccc21 | x | 1% | -0.2% | 0 | x | 0% | -3% | x | x
CC1CCN(CC(=O)c2ccc3c(c2)OCCO3)CC1 | 0 | 0% | 0.0% | -10 | -4 | -11% | -10% | -3 | 1
COC(=O)C1=C(c2ccc(OC)c(OC)c2)C[C@@H]2CC[C@H]1N2C(=O)NCCOc1ccc(OC)cc1 | 0 | 1% | 1.8% | -1 | -3 | -4% | 5% | 3 | x
CN1C(=O)C(=Cc2ccc(N3CCOCC3)c([N+](=O)[O-])c2)C(=O)N(C)C1=O | 2 | x | 1.6% | x | 2 | x | x | -8 | -1
COc1ccc(C2NCc3ccc4c(c3-n3cccc32)OCO4)cc1OC (stereo not drawn) | 21 | -17% | 1.9% | 6 | -13 | -7% | 2% | -8 | -8
Cc1ccc(-n2c(=S)[nH]c3ccccc3c2=O)cc1F | x | -7% | x | -5 | x | 2% | -16% | x | x
OC1CCCCC1N1CCC(c2ccccc2)CC1 (stereo not drawn) | 1 | 1% | 1.9% | -19 | -17 | -4%&1%&0% | 2% | -5 | 8
Nc1cc(Cl)cc(C(=O)O)c1Cl | 3 | 1% | 1.3% | -4 | 14 | -3% | 9% | -7 | x
O=C(c1ccc(CS(=O)(=O)c2ccc(Br)cc2)o1)N1CCC2(CC1)OCCO2 | 0 | 3% | 0.2% | -14 | -1 | -4% | -2% | -12 | -20
Cc1cc(C)c(C(=O)CN2CCOCC2)c(C)c1 | -1 | -11% | 0.1% | -1 | -5 | -8% | 0% | 0 | 4
N#CC1c2ccccc2C=CN1C(=O)c1ccc(N(CCCl)CCCl)cc1 (stereo not drawn) | x | 0% | x | -10 | x | 1% | -1% | x | x
CCOC(=O)c1ccc(NC(=O)c2sc3nc4c(cc3c2N)N2CCC4CC2)cc1 | -1 | -1% | u | -1 | 0 | -4% | -5% | -5 | -2
Nc1ccccc1C(=O)OCC(=O)c1ccc2c(c1)OCCO2 | 13 | 0% | 1.0% | 0 | 12 | -4% | -9% | -13 | -33*
CC(=O)N1CCC(N2CCCC(C(=O)c3cccc(Cl)c3)C2)CC1 (stereo not drawn) | 0 | -1% | 0.3% | -10 | -12 | -8% | 3% | -4 | -1
Cc1cc(-n2c(/C=C/c3cccs3)nc3ccccc3c2=O)ccc1Br | 0 | -4% | -0.7% | 0 | 9 | -2% | -1% | -1 | -32*
COc1ccc(CN2CCN(C(=O)Cc3ccccc3)CC2)c(OC)c1 | 7 | 0% | 0.7% | u | 1 | -3% | 6% | -2 | 18
Oc1cc(O)cc(/C=C/c2ccc(O)cc2O)c1 | 4 | -2% | -0.6% | 5 | x | -1% | -6% | -1 | 15
Cc1cccc(CN2CCCC(C(=O)c3ccc4c(c3)OCO4)C2)n1 (stereo not drawn) | 3 | -7% | -1.8% | -8 | -17 | -4% | u | -7 | 2
SMILES | D1 agonist | Vif-A3G inh | RXFP1 ag | LDHA inh | D2 PAM | Glioma ERSR ind | Vif-A3F inh | D1 PAM | D1 antag
CC(=O)Nc1ccc(C(=O)C(Cc2ccccc2)N(C)C)cc1 (stereo not drawn) | 5 | -3% | 8.4% | -1 | -1 | -1% | 3% | 1 | -15
COc1ccc(Br)cc1CN1CCN(C(=O)Cc2ccccc2)CC1 | 0 | 1% | -2.0% | -22 | -29 | -3% | -10% | 12 | -4
Cc1ccc(OP(=O)(NCc2ccccc2)Oc2ccc(C)cc2)cc1 | 9 | -2% | 1.2% | 1 | 6 | -5% | -19% | 6 | -14
Cc1ccsc1C(=O)C1CCCN(Cc2cnc(N3CCOCC3)s2)C1 (stereo not drawn) | 6 | 1% | 0.5% | -14 | -15 | -4% | -2% | -5 | 4
CC1(C)N=C(c2ccccc2)[C@@H]2C(c3ccc([N+](=O)[O-])cc3)N21 (stereo partly drawn) | -1 | -6% | 0.7% | -5 | 20 | -3% | 2% | -1 | 1
CC1CCCCN1Cc1cccnc1 (stereo not drawn) | 1 | 3% | 0.1% | u | 3 | -1% | -26% | -7 | 3
C=CC1CN2CCC1CC2C(OC(C)=O)c1ccnc2ccc(OC)cc12 (stereo not drawn) | 1 | -5% | 0.9% | -5 | 7 | -5% | u | -6 | 4

Gathered by group: the compounds so far with a nitro group on carbon (four)
SMILES | D1 agonist | Vif-A3G inh | RXFP1 ag | LDHA inh | D2 PAM | Glioma ERSR ind | Vif-A3F inh | D1 PAM | D1 antag
COc1ccccc1CCNCc1cc2c(cc1[N+](=O)[O-])OCO2 | 4 | 1% | 1.7% | 7 | -12 | 2% | -13% | -3 | -14
Nc1c([N+](=O)[O-])cc(F)c(N2CCNCC2)c1Br | 10 | -1% | -5.2% | -1 | 11 | -3% | -7% | -1 | -20
CN1C(=O)C(=Cc2ccc(N3CCOCC3)c([N+](=O)[O-])c2)C(=O)N(C)C1=O | 2 | x | 1.6% | x | 2 | x | x | -8 | -1
CC1(C)N=C(c2ccccc2)[C@@H]2C(c3ccc([N+](=O)[O-])cc3)N21 (stereo partly drawn) | -1 | -6% | 0.7% | -5 | 20 | -3% | 2% | -1 | 1
